Mcl1 Noxa PPI – Mcl-1/Noxa interaction inhibition; 1.5% of 220,000 active; AID 1022; inhibition, % at 21.7 µM; TR-FRET Mcl-1/Noxa peptide binding, 2 h; Q07820;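 active = compounds that cut the protein-peptide binding signal by more than 50% relative to plate controls in a single-dose test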;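 note: His-tagged Mcl-1 with rhodamine Noxa BH3 peptide and terbium anti-His antibody; 0% = Mcl-1 plus Noxa peptide wells and 100% = peptide-only wells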
Target sequence (Q07820 whole entry, looked up): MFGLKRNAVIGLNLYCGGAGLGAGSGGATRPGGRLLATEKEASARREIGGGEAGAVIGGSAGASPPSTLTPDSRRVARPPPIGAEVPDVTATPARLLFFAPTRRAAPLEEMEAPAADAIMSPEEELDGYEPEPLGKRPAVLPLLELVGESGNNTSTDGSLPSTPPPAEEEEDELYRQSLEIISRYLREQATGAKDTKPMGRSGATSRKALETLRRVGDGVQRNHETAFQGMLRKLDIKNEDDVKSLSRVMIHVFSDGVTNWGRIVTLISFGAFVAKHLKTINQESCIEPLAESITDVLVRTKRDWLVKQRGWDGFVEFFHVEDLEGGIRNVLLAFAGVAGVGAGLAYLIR
Rab2A wt mod – changes GTP binding to wildtype dog Rab2A, up or down. GTP binding activity, % at 10 µM. GST-Rab2 wt beads, Bodipy-GTP binding, flow cytometry. AID 760. P61105. 0.19% of 190,000 active;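 active = GTP binding activity at least 20 points away from 100%, either lowered or raised; inconclusive = signal likely due to the compound's own green fluorescence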;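 note: 0% = beads with excess unlabeled GTP and 100% = no-compound control corrected for plate trend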
Avidin fluor – compound fluoresces at 488/530 nm on avidin beads; compound fluorescence 488/530 nm, flow cytometry; active compounds read high; fluorescence (KMESF) at 10 µM; 0.38% of 220,000 active; AID 1775; in the data active = fluorescence above about 47; note: inactives centre near 10
Rac1 act GTP bind – human Rac1 activated mutant GTP binding change; P63000; GST-Rac1 activated beads, fluorescent GTP binding, flow cytometry; actives lie on both sides; 100% means binding = to untreated wells; percent activity (GTP binding), % at 10 µM; 0.11% of 190,000 active; AID 764;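 active = GTP binding at least 20 percentage points away from the 100% baseline, in either direction, so actives lie on both sides; inconclusive = Compound likely fluorescent itself, or too few beads counted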
Cdc42 wt – changes GTP binding to wildtype human Cdc42; 0.2% of 190,000 active; P60953; GST-Cdc42 beads, Bodipy-GTP binding, flow cytometry; actives lie on both sides; AID 761; percent activity (GTP binding), % at 10 µM;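 active = percent activity GTP binding at least 20 points away from the 100% baseline, either down as inhibitor or up as activator; inconclusive = compound flagged as likely green fluorescent from well-wide comparison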;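 note: median bead fluorescence of bound Bodipy-FL-GTP at 100 nM; 0% = excess unlabeled GTP control and 100% = no compound control; below 100% means less GTP binding so inhibitor and above means activator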
Target sequence (P60953 whole entry, looked up): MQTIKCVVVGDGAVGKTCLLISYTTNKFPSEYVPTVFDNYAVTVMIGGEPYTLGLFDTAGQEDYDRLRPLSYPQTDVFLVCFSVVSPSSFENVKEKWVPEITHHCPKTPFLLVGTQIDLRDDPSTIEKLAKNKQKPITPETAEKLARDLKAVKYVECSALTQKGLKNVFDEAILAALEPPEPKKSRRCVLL
HRas wt GTP – human HRas wildtype GTP binding, change in either direction; P01112; GST-Ras wt beads, Bodipy-FL-GTP binding, flow cytometry; actives lie on both sides; GTP binding activity, % at 10 µM; 0.14% of 190,000 active;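 active = GTP binding activity at least 20% away from the 100% baseline, either lowered as inhibitor or raised as activator; inconclusive = flagged as likely green fluorescent, judged across all proteins in the well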;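 note: 0% = unlabeled GTP competition control and 100% = no-compound control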
Target sequence (P01112 whole entry, looked up): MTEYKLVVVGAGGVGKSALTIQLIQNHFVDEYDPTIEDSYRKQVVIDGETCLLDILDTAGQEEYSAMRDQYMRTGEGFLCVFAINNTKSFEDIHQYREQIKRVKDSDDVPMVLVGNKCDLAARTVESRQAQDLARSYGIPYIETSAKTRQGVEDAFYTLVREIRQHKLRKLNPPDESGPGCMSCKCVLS
Rab7 wt GTP bind – alters GTP binding to wildtype dog Rab7 | GTP binding activity (percent of control), % at 10 µM | 0.055% of 190,000 active | GST-Rab7 beads, fluorescent GTP binding, flow cytometry; actives lie on both sides; untreated = 100%, excess cold GTP = 0%;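 active = fluorescent GTP binding to Rab7 beads changed by at least 20 points from the 100% baseline, either direction, mostly lower; inconclusive = compound itself probably fluorescent, or too few beads counted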;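 note: median green fluorescence of bound Bodipy-FL-GTP per Rab7 bead population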
GSH bead fluor – GSH bead compound fluorescence profile. GSH beads flow cytometry, compound fluorescence 488/530 nm; active compounds read high. fluorescence (KMESF) at 10 µM. 0.25% of 190,000 active. AID 1776; in the data active = fluorescence above about 89;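 note: glutathione beads carrying GST-tagged Bcl family fusion proteins plus one bare bead set; values are compound well signal with DMSO vehicle wells as background; inactives centre near 16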
Pf gametocyte – kills late stage P. falciparum gametocytes. P. falciparum stage V gametocytes, ATP luminescence, 24 h. 0.065% of 150,000 active. inhibition, % at 10.9 µM;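 active = inhibition above the mean plus 3 SD of compounds within the control limits, set per campaign, cut at about 38% in these data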;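 note: 0% = DMSO wells and 100% = medium only without gametocytes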
Rac1 wt modul – human Rac1 wildtype GTP binding, inhibitors and activators; 0.27% of 190,000 active; GTP binding activity (% of control), % at 10 µM; P63000; AID 757; GST-Rac1 beads, fluorescent GTP binding, flow cytometry; actives lie on both sides; 0 = cold GTP competed, 100 = untreated;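 active = GTP binding activity at least 20 points away from the 100% control level, either lower or higher; inconclusive = compound flagged as likely green fluorescent, judged across all proteins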
Mcl1 Bid PPI – Mcl-1/Bid interaction inhibition | TR-FRET Mcl-1/Bid-Dy647 peptide binding, 1536-well | 0.97% of 220,000 active | inhibition, % at 21.7 µM | Q07820 | AID 1021;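 active = compounds that cut the binding signal by more than half at the single screening dose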;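 note: His-tagged Mcl-1 with europium anti-His antibody binding Bid BH3 peptide; 0% = Mcl-1 plus peptide wells and 100% = peptide-only wells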
The depositor's hits bear a star; ? = inconclusive; . = not tested or not shown.

SMILES	Mcl1 Noxa PPI	Rab2A wt mod	Avidin fluor	Rac1 act GTP bind	Cdc42 wt	HRas wt GTP	Rab7 wt GTP bind	GSH bead fluor	Pf gametocyte	Rac1 wt modul	Mcl1 Bid PPI
COc1cc(OC)cc(C(=O)NCC(=O)N2CCCCC2)c1	13	98	16	94	98	98	99	32	13	104	63*
CC(C)(C)c1ccc(C(=O)c2c[nH]c(C(=O)NCCc3ccccn3)c2)cc1	-1	98	13	94	97	97	100	11	8	95	-3
CCn1c(-c2ccc(N(C)C)cc2)nc2ccccc21	.	102	8	100	102	103	101	36	-15	102	.
Nc1n[nH]c2cc(=O)n(-c3ccc(Cl)cc3)nc12	20	101	10	96	97	100	109	14	2	102	-25
O=C(Nc1ccccc1)C1CCCCC1	7	100	4	100	95	96	101	17	-1	98	-4
OC(CNCC#Cc1ccccc1)c1ccccc1 (stereo not given)	17	100	10	95	93	97	105	13	-10	98	-5
COc1ccc(C(=O)NC=C2C(=O)OC(C)(C)OC2=O)cc1	3	96	10	94	94	95	104	12	10	94	-38
COc1ccc(NC(=O)c2c3c(nc4ccccc24)CCN(Cc2ccccc2)C3)c(OC)c1	17	97	22	98	96	97	99	12	21	100	-27
CC(C)NC(=S)NN=C1CCCCCCCCCCC1	-38	98	12	92	93	95	96	26	2	95	-90
Cc1nonc1CN(C)C(=O)CC1C(=O)NCCN1Cc1cccc(C(F)(F)F)c1 (stereo not given)	5	97	11	95	95	95	96	12	5	95	-51
COc1ccc(S(=O)(=O)N2CCC(C(=O)NCCC3=CCCCC3)CC2)cc1C	-7	101	14	98	100	102	104	34	-35	105	-50
CCOc1ccc(C2N(c3ccc(F)cc3)C(=O)C3CCCN32)cc1 (stereo not given)	30	103	7	101	102	102	106	28	.	102	-1
CCCCn1cnc2cc(C)c(C)cc21	18	101	9	93	99	101	105	17	-7	103	0
CC(C)N1CCN(Cc2ccc3c(c2)Cc2ccccc2-3)CC1CCO (stereo not given)	9	98	10	97	96	101	104	14	8	102	-38
Cc1nn2c(COc3ccc(NC(=O)c4ccccc4Cl)cc3)nnc2c2ccccc12	-80	92	14	95	97	93	95	7	-7	93	22
Cc1ccc(/C=N/Nc2cn[nH]c(=O)n2)o1	2	98	9	96	98	98	103	12	-26	100	-52
CC(=O)c1c(C)nc2nonc2c1N	16	94	43	97	97	96	95	14	.	94	-2
Cc1cc(C)c(C#N)c(SCC2COc3ccccc3O2)n1 (stereo not given)	17	100	8	97	100	100	100	17	.	101	-8
CCn1c(SCC(=O)N/N=C/C=C\c2ccccc2[N+](=O)[O-])nc2ccccc21	8	94	14	93	92	94	94	24	12	90	-15
Cc1cc(C)c(C)c(OCCCCn2cnc3ccccc3c2=O)c1	.	93	11	95	97	95	93	31	14	94	-1
N#C/C(=C/c1ccc(CNS(=O)(=O)c2ccccc2)o1)C(N)=O	17	95	17	97	99	97	98	8	-15	97	-13
Oc1ccccc1-c1cc(C(F)(F)F)nc(-c2ccccc2)n1	-3	95	9	93	96	95	97	15	1	95	-32
COc1ccc(NC(=O)CN(C)CC(=O)Nc2cccc(F)c2)cc1Cl	1	97	13	99	99	97	104	61	.	100	-2
CSCCC(NC(=O)/C(=C/c1ccc2c(c1)OCO2)NC(=O)c1cccc([N+](=O)[O-])c1)C(=O)O (stereo not given)	4	97	7	94	95	95	100	21	6	95	-19
COc1cc(C(=O)N(c2ccc(C)c(C)c2)C2C=CS(=O)(=O)C2)cc(OC)c1OC (stereo not given)	10	98	11	95	99	94	95	14	.	100	3

Further structures
SMILES	Mcl1 Noxa PPI	Rab2A wt mod	Avidin fluor	Rac1 act GTP bind	Cdc42 wt	HRas wt GTP	Rab7 wt GTP bind	GSH bead fluor	Pf gametocyte	Rac1 wt modul	Mcl1 Bid PPI
O=C(COC(=O)Cc1ccc(Cl)cc1)Nc1ccc(OC(F)F)cc1	3	96	6	99	103	99	100	15	17	103	-1
CCCn1c(Cc2ccccc2)n[nH]c1=S	5	93	8	95	96	95	97	60	.	93	-29
COc1cccc(-c2cc(C(=O)N3CCCCCC3)no2)c1	5	95	3	94	94	94	90	24	.	96	-9
CCOc1ccc(S(=O)(=O)N2CCN(C(=O)c3cc4c(s3)CCCC4)CC2)cc1	17	101	14	97	95	100	101	9	-9	103	-26
CC(=O)c1c(C)nc(-c2ccccc2)nc1NC(=O)C(C)C	12	104	4	102	107	105	103	19	.	106	7
COc1ccccc1NC(=O)CC1C(=O)NCCN1C(=O)Nc1ccc(Cl)c(Cl)c1 (stereo not given)	-2	103	8	102	104	103	104	14	.	110	-4
O=C(NNC1=Nc2cccc3cccc1c23)c1ccc(Br)cc1	39	99	6	97	96	100	100	10	-13	102	-37
Cc1ccsc1C(=O)OCc1nc2ccccc2c(=O)[nH]1	6	101	26	100	100	100	97	22	.	103	-11
COc1cc(NC(=S)NCc2ccco2)cc(OC)c1	-5	98	21	98	102	99	99	21	-6	106	-21
COC(=O)CCC(=O)Nc1cccc(Cl)c1	4	102	34	101	103	101	103	22	-3	105	-8
CCCn1c(SCC(=O)NCc2ccco2)nnc1C(C)C	0	102	12	102	101	103	97	23	.	98	-27
Cc1ccc(NC(=O)Nc2ccc(F)cc2F)c(OC(F)F)c1	-8	96	9	96	98	99	97	25	-11	100	-15
CC(=O)NC12CC3CC(C1)CC(C(=O)OCC(=O)Nc1ncc(Cl)c(C)c1Cl)(C3)C2	23	102	8	98	100	103	106	262*	.	110	-48
O=S(=O)(/N=C(/c1ccc(F)cc1)N1CCCCC1)c1ccc(Cl)cc1	-18	99	14	99	101	102	101	20	2	102	-26
CCn1c(/C=N/Nc2ccc(C(=O)O)cc2)nc2ccccc21	10	89	18	92	91	88	95	11	.	83	-88
O=C(NC1CC1)c1ccc(C2SCC(=O)N2Cc2ccccc2)cc1 (stereo not given)	6	96	9	95	100	98	97	19	-24	98	-23
CCN(CC)S(=O)(=O)c1cccc(NC(=O)/C=C/c2ccc([N+](=O)[O-])cc2)c1	5	102	14	102	104	101	100	13	.	106	-2
Cc1ccc(C(=O)NCCc2nnc3ccc(SCC(=O)Nc4ccccc4C)nn23)cc1	-2	97	5	98	97	96	96	16	7	103	-18
CCCNC(=O)CSc1nccn1Cc1ccco1	6	93	10	93	110	95	93	19	-21	90	-15
Cc1nn(CC2CC2)c(=O)n1N(C)c1ncc(C(F)(F)F)cc1Cl	2	103	8	96	98	101	109	14	-9	99	-41
O=C(COC(=O)Cc1ccsc1)NCc1ccccc1	21	104	4	96	96	102	105	10	6	105	11
S=c1[nH]ncn1/N=C/c1ccccn1	22	105	9	101	105	103	104	10	0	111	-25
O=C(Cn1cnc2ccccc21)N/N=C/c1ccccc1	8	96	10	98	96	98	97	16	.	98	-10
Cc1ccc(C2C(C#N)=C(N)Oc3n[nH]c(-c4ccccc4)c32)o1 (stereo not given)	21	103	7	99	103	103	97	69	21	100	-91
CCCNC(=O)c1ccccc1NC(=O)CSCc1ccc(OC)cc1	5	100	13	99	102	101	104	21	-13	102	-12

Next compounds.
SMILES	Mcl1 Noxa PPI	Rab2A wt mod	Avidin fluor	Rac1 act GTP bind	Cdc42 wt	HRas wt GTP	Rab7 wt GTP bind	GSH bead fluor	Pf gametocyte	Rac1 wt modul	Mcl1 Bid PPI
CCOC(=O)c1[nH]c2c(c1C)C(=O)CC(c1ccc(F)cc1)C2 (stereo not given)	1	103	7	101	102	100	103	23	.	107	9
Cc1cccc(C)c1NC(=S)NCCCN1CCCC1=O	18	95	11	95	96	98	95	7	.	103	-76
Cc1cccc(/N=C2/NC(=O)C(Cc3ccccc3)S2)n1 (stereo not given)	-13	?	11	?	?	?	?	10	0	?	-5
CC(=O)NS(=O)(=O)c1ccc(NC(=O)CSc2ccc(Cl)cc2)cc1	19	100	9	98	97	101	107	8	23	99	-3
O=C(NCc1ccccc1)c1sc(=S)n2c1[nH]c(=O)c1ccccc12	52*	100	11	98	101	101	101	62	15	101	-21
O=C(CNC(=S)N(Cc1ccccc1)Cc1cccnc1)N1CCOCC1	-21	98	10	98	99	100	98	16	-7	100	-31
O=S(NCc1ccco1)C12CC3CC(CC(C3)C1)C2 (stereo not given)	-32	98	20	98	96	96	94	21	.	100	-7
CCc1ccc(NS(=O)(=O)c2cc(OC)ccc2OC)cc1	10	101	7	102	105	104	100	15	-6	112	3
COc1ccc(C(=O)NCCCCCC(=O)O)cc1OC	2	100	38	100	103	101	100	12	.	104	6
CC(C)(C)CC(=O)NCCCN1CCOCC1	-6	95	11	95	97	95	98	15	.	98	-16
N#CCCn1cc(/C=N/NC(N)=S)c(-c2ccc(-c3ccccc3)cc2)n1	4	96	7	94	95	97	100	11	7	99	-17
N#C[C@H]1[C@H](c2ccccc2)[C@](C#N)(C(=O)c2ccccc2)[C@@H]2C=Cc3ccccc3N21	16	103	14	97	104	103	105	17	.	102	-13
CC(C)n1c(O)c(N=NC(=O)Cc2csc(N3CCOCC3)n2)c2ccccc21	21	98	12	97	97	96	102	74	4	99	-18
Cc1cs/c(=N\N=C\c2cccc([N+](=O)[O-])c2)n1Cc1ccco1	7	97	22	98	97	98	96	15	1	99	-37
O=C(CNS(=O)(=O)N1CCOCC1)N/N=C/c1cccnc1	-5	97	9	95	94	97	98	10	1	97	-59
O=C(NCC(=O)N(CC1CCCO1)C(C(=O)NC1CCCCC1)c1ccc(F)cc1)c1ccco1 (stereo not given)	2	97	175*	96	103	102	100	10	.	102	-19
COc1cc(/C=C(\C#N)c2nc3ccccc3n2C)cc(OC)c1O	50	97	22	97	98	98	99	11	.	99	-22
Cc1ccc(NC(=S)C2=C(O)c3ccccc3N(C)S2(=O)=O)cc1	18	95	12	94	98	99	95	72	.	96	-75
COc1cccc(Cn2cccc(NC(=O)Nc3ccccc3C)c2=O)c1	6	93	20	91	92	95	98	10	.	96	-15
Cn1cc(C(=O)c2ccc(Cl)cc2Cl)cc1C(=O)O	4	97	32	99	101	98	96	22	.	100	3
COc1ccc(-c2nc(CSCC(=O)N3CCc4ccccc43)c(C)o2)cc1OC	8	96	18	97	100	98	93	10	-12	102	-29
O=C(C1CCCCC1)N1CCC(c2nc3c(nnn3Cc3c(F)cccc3Cl)c(=O)[nH]2)CC1	5	99	8	99	98	101	97	68	5	102	6

2 records drawn at random from those above:
SMILES	Mcl1 Noxa PPI	Rab2A wt mod	Avidin fluor	Rac1 act GTP bind	Cdc42 wt	HRas wt GTP	Rab7 wt GTP bind	GSH bead fluor	Pf gametocyte	Rac1 wt modul	Mcl1 Bid PPI
CCOC(=O)c1[nH]c2c(c1C)C(=O)CC(c1ccc(F)cc1)C2 (stereo not given)	1	103	7	101	102	100	103	23	.	107	9
O=C(NNC1=Nc2cccc3cccc1c23)c1ccc(Br)cc1	39	99	6	97	96	100	100	10	-13	102	-37

Bioassay records deposited in PubChem by several laboratories.
